SSB-PriA inh = K. pneumoniae PriA-SSBct interaction inhibition; AlphaScreen SSBct-PriA binding, biotinylated peptide; inhibition, % at 33 µM; hit rate 0.6% among 430,000; AID 1272365; in the data active means inhibition mostly above about 37%, no sharp cut-off; inactive means mostly below about 20%;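 further: plate controls were negative control peptide for no effect and reference peptide for full effect; strong numbers were not always called active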
* = called active by the depositor; & = joins results of further samples.

SMILES | SSB-PriA inh
CC(C)NC(=O)CSc1cccc2cccnc12 | 34
Cc1cc(NC(=O)C(=O)NC[C@@](O)(c2ccccc2)C2CC2)no1 | 0
COc1cccc(-c2ccc3nnc(SCC(=O)NCc4ccc5c(c4)OCO5)n3n2)c1 | 18
CCOc1ccc2nc(NC(=O)c3cccn(Cc4ccccc4C)c3=O)sc2c1 | 8
CCOCC(=O)NC[C@H](OC)c1ccc(C)s1 | -15
O=C(CS(=O)(=O)c1ccc(Cl)s1)NCCc1ccccc1 | 1
C=C(C)C1CC=C(C)C(=NNC(=O)C2CC2c2ccccc2)C1 (stereo not drawn) | -2
Cn1c(C=NNC(=O)c2ccccc2Br)nc2ccccc21 | 3
CCCOc1ccc(S(=O)(=O)Nc2ccc3c(c2)CC(=O)N3)cc1 | 17
O=C(c1cc(-c2cccc(F)c2)n[nH]1)N1CCN(c2ccccn2)CC1 | -4
COc1ccc(OC)c(N2CC(c3nc4ccccc4n3Cc3c(F)cccc3Cl)CC2=O)c1 (stereo not drawn) | 16
CCNC(=S)NN=Cc1ccc(OCC(=O)Nc2ccc(OC)cc2)c(OC)c1 | 1
O=C(C1CCCCC1)N(c1ccc2oc3c(c2c1)CCCC3)S(=O)(=O)c1cccs1 | -1
Cc1noc(CNC(=O)C2CN(C(=O)c3cccs3)C2)n1 | -19
O=C(NN=Cc1ccc(OC(=O)c2ccc3c(c2)OCO3)cc1)c1cncc(Br)c1 | -7
CC1CCc2nc(NC(=O)c3cccc(Br)c3)sc2C1 (stereo not drawn) | 5
Cc1nc2ccccn2c1C(=O)Nc1cnn(C[C@H]2COc3ccccc3O2)c1 | -5
CN(C)CCN(C(=O)c1ccc(C#N)cc1)c1nc2ccc(Cl)cc2s1 | -9
O=C(Nc1c(C(=O)NCC2CC2)[nH]c2ccccc12)c1ccc(Cl)cc1 | 0
O=C(Nc1cc(N2CCCC2)ncn1)c1csc(-c2ccccc2)n1 | 33
O=C(Nc1ccc(-c2nc3ccccc3[nH]2)cc1)c1cn(C[C@H](O)c2ccccc2F)nn1 | -24
COc1nn(C)cc1C(=O)NCC[C@H](O)c1cc(C)oc1C | -9
Cc1ccc(-c2c(Br)sc(=Nc3ccccc3)n2-c2ccccc2)cc1 | 18
CCCN1CCCc2cc(CCNS(=O)(=O)c3cc(OC)ccc3OC)ccc21 | 43*
O=C(CSCc1ccccc1)N1CCC(CSC2=NCCS2)CC1 | 0
CO[C@@H](CNS(=O)(=O)Cc1ccccc1Cl)c1ccccc1C | -1
COc1ccc(S(=O)(=O)N2CCN(CCNC(=O)Cc3ccc(Cl)cc3)CC2)cc1 | -4
C=CCN(CC=C)CC(O)CN1c2ccccc2Sc2ccccc21 (stereo not drawn) | 48
O=C(NCCn1nc(-c2ccc(Cl)cc2)ccc1=O)c1ccccc1I | 6
Cc1[nH]c2ccccc2c1C(=O)C(=O)NCCSc1c(-c2ccccc2)[nH]c2ccccc12 | 24

Laid out differently: entries from further up
Compound	SSB-PriA inh
CCCN1CCCc2cc(CCNS(=O)(=O)c3cc(OC)ccc3OC)ccc21	43*
O=C(CSCc1ccccc1)N1CCC(CSC2=NCCS2)CC1	0
CO[C@@H](CNS(=O)(=O)Cc1ccccc1Cl)c1ccccc1C	-1
COc1ccc(S(=O)(=O)N2CCN(CCNC(=O)Cc3ccc(Cl)cc3)CC2)cc1	-4

Other records
SMILES | SSB-PriA inh
Cc1ccc(-n2ccnc(NCc3ccccc3Cl)c2=O)cc1F | 4
COc1ccc(Cl)cc1NC(=O)C(=O)NCC1CCN(c2ccccn2)CC1 | -30
O=C(COc1ccc(Cl)cc1)Nc1ccc(-c2nc3ccccc3[nH]2)cc1 | -13
CCOC(=O)c1cccc(NC(=O)Cn2cnc3c(sc4nc(C)cc(C)c43)c2=O)c1 | -7
CCOc1ccccc1NC(=O)NCCn1ncccc1=O | -8
O=C(c1ccc(F)cc1)N1CCCCC(Cl)C1=O (stereo not drawn) | 13
CC(C)c1nnc(C2CCN(C(=O)c3cc(=O)c4ccccc4o3)CC2)o1 | -8
NC(Cc1cccc2ccccc12)=NOC(=O)COc1ccccc1 | -76
COC(=O)N1CCc2ccc(NC(=O)C3CCN(S(C)(=O)=O)CC3)cc2C1 | 1
C[C@](O)(CNC(=O)CCSc1ccccc1)c1cc2ccccc2s1 | -6
O=C(Nc1nnc(-c2ccno2)o1)c1ccc(Cl)s1 | -15
CSC1CC2CCC(C1)N2C(=O)CCc1ccc(Cl)c(C)c1 (stereo not drawn) | -1
CCCC(CCC)C(=O)Nc1cc(C)nn1-c1nc2c(cnn2-c2ccc(C)cc2)c(=O)[nH]1 | -4
O=C(COc1cccc(C(F)(F)F)c1)NCCCn1nc(-c2ccncc2)ccc1=O | 4
Cc1cc(OC2CN(C(=O)c3cnccn3)C2)cc(=O)o1 | 6

2 records picked at random from those above, as already listed:
SMILES | SSB-PriA inh
CSC1CC2CCC(C1)N2C(=O)CCc1ccc(Cl)c(C)c1 (stereo not drawn) | -1
O=C(COc1ccc(Cl)cc1)Nc1ccc(-c2nc3ccccc3[nH]2)cc1 | -13

The list continues:
SMILES | SSB-PriA inh
Cc1nnc2sc(-c3cccc(NC(=O)c4ccc5c(c4)OCCO5)c3)nn12 | -15
O=c1ccc(-c2cccs2)nn1CCCNS(=O)(=O)c1ccc2c(c1)OCCO2 | -5&6
CCS(=O)(=O)NCC#CCOc1ccc2c(c1)OCO2 | -13
O=C1CN(C(=O)Cc2ccc3ccccc3c2)c2ccccc2N1 | -1
COc1ccc(CCNC(=O)N2CCC(Oc3ccc(C)nn3)CC2)cc1 | -7
O=C(CN1C(=O)COc2ccccc21)Nc1ccc(C(F)(F)F)cc1 | 29
CC(C)N1CCC(CNS(=O)(=O)c2ccc3c(c2)CCCC3)CC1 | -6
O=C(Nc1ccc(I)cc1)c1cc(S(=O)(=O)N2CCOCC2)ccc1Cl | -5
Cn1nc(CNC(=O)c2cccn(C)c2=O)c2c1CCOC2 | -30
O=C(NCCC(O)C1CC1)C(=O)NCC(F)(F)F (stereo not drawn) | -5
CN(C)c1ccc(C=NN=C2SC(CC(=O)O)C(=O)N2c2ccc(O)cc2)cc1 (stereo not drawn) | 1
COc1ccc(CCNC(=O)Cn2c(=O)n(CCCC(=O)NCc3ccco3)c(=O)c3ccccc32)cc1OC | -1
O=C(CN1CCCCCC1)NN=Cc1cccc(Cl)c1 | 2
CCOC(=O)c1c(NC(=O)CCSc2ccccc2)sc2c1CCN(CC)C2 | 15
O=C(CSc1nnc(CNC(=O)c2cccs2)n1-c1ccc(Cl)c(Cl)c1)Nc1ccccc1C(F)(F)F | -13

An excerpt from above in order of length of the SMILES, low to high.
SMILES | SSB-PriA inh
O=C(CN1CCCCCC1)NN=Cc1cccc(Cl)c1 | 2
Cn1nc(CNC(=O)c2cccn(C)c2=O)c2c1CCOC2 | -30
COc1ccc(CCNC(=O)N2CCC(Oc3ccc(C)nn3)CC2)cc1 | -7
CCOC(=O)c1c(NC(=O)CCSc2ccccc2)sc2c1CCN(CC)C2 | 15

Other structures follow:
SMILES | SSB-PriA inh
Nc1c(C(=O)NCc2ccc3c(c2)OCO3)sc(=S)n1-c1ccc(Cl)cc1 | 22
COc1ccc(NC(=O)CSc2nnc(-c3cccn(C)c3=O)n2C)cc1OC | -4
CCOCC(=O)Nc1cc(-c2cn3nc(OC)ccc3n2)ccc1Cl | -3
CN(C)c1cccc(C(=O)NCCn2ccc(-c3cccs3)n2)c1 | 12
CCOC(=O)c1ccc(NC(=O)Nc2nc3c(s2)CC(C)CC3)cc1 (stereo not drawn) | -6
CCn1c(=O)cc(N2CCN(c3ccccc3OC)CC2)[nH]c1=O | 2
Cc1ccccc1C1CCN(C(=O)c2ccc(Cn3ccnc3)cc2)CCS1 (stereo not drawn) | 1
Cc1cc(C)c2sc(N3CCN(c4ccccc4)CC3)nc2c1 | -12
COc1ccc(-c2nnc(NC(=O)c3ccno3)o2)cc1 | -13
O=C(NCC(O)c1cccc2ccccc12)C1CC=CCC1 (stereo not drawn) | -21
COc1ccc(C(=O)Nc2cc(C(=O)N3CCC(C)CC3)cn(C)c2=O)c(OC)c1 | -14
CC(C)(C)CC(=O)N1CC(S(=O)(=O)Cc2ccco2)C1 | -4
O=C(Cc1ccc(Br)cc1)NCc1cncc(-c2ccsc2)c1 | -14
COc1ccc(/C=C2\SC(=S)N(CC(=O)Nc3nc(C)cs3)C2=O)cc1OC | 1
O=C(O)c1c(Cl)c(Cl)c(C(=O)O)c(Cl)c1Cl | -21
O=C(CSc1nnc2ccccn12)c1ccc(Oc2ccccc2)cc1 | 7
CCc1cccc(CC)c1NC(=O)c1ccccc1Cl | -13&6
CNC(=S)NN=CC1=CCC2CC1C2(C)C (stereo not drawn) | 15
COc1ccc(NC(=O)ON=Cc2ccncc2)cc1 | 7
COCCOCC1CCN(C(=O)c2cc(-c3cccc(OC)c3)n[nH]2)CC1 | -6
CCOc1nc(C)c(NC(=O)COc2ccc(Cl)cc2Cl)c(C)n1 | -7
NC(=NN=Cc1ccco1)SC1CC(=O)N(c2ccccc2)C1=O (stereo not drawn) | 8
CCS(=O)(=O)N1CCCc2ccc(NS(=O)(=O)c3cc(Cl)ccc3C)cc21 | 4
CCCCOC(=O)c1ccc(NC(=O)c2cc3nc(C)ccc3o2)cc1 | -13
CCCCCOc1ccc(NC(=O)C(C)(C)C)cc1 | -20&-17
O=C(Nc1nc(-c2ccccn2)cs1)c1n[nH]c2c1CCCCC2 | 62*
Cc1ccc(NN=C(Cc2nc3ccccc3[nH]2)c2ccccc2)cc1 | 2
Oc1ccc2ccccc2c1C=Nn1cnnc1 | -16
O=C1C(=CNc2cccc([N+](=O)[O-])c2)CCc2ccccc21 | 30
Cc1ccccc1-c1n[nH]c(=O)o1 | 1
O=C(NCC(c1cccs1)N1CCc2ccccc2C1)c1ccc([N+](=O)[O-])cc1Cl (stereo not drawn) | -34
O=C(C[C@H]1C/C=C/CC[C@H](Cc2ccc(F)cc2)C(=O)OC[C@@H](Cc2c[nH]c3ccccc23)NC1=O)NCCO | 15
O=C(c1cc(=O)c2ccccc2o1)N1CCC(CSc2ccccn2)CC1 | 1
COc1cc2ncc3c(-c4ccccc4)n[nH]c3c2cc1OC | -11
CC(C)(C)Cc1nnc(C2CCCN(C(=O)NCc3ccccc3)C2)o1 (stereo not drawn) | -9
CN(C)N=C/C=C1\CCC/C(=C\c2ccc(F)c(F)c2)C1=O | 1
O=[N+]([O-])c1cccc(C=NNc2ncc(Br)cn2)c1 | -23
Cc1cc(-c2nnc(NC(=O)CN3C(=O)CCC3=O)o2)nn1C | 0
CC(C)(C)C1CCc2c(sc3nc(CCC(=O)NCc4ccccc4Cl)[nH]c(=O)c23)C1 (stereo not drawn) | -1
Cc1cccc(-c2nc(C)c(CCNC(=O)C(=O)NC(C)c3ccccc3)s2)c1 (stereo not drawn) | 20
Cn1nc(CN(C(=O)c2ccco2)C2CCCC2)c2c1CCC2 | 3
CCCN1CCCc2cc(CCNC(=O)C(=O)NCc3cccs3)ccc21 | 22&47
CC(Cn1ncc(N2CCOCC2)c(Cl)c1=O)=NO | 9
Cc1ccc(-c2cc(CNC(=O)c3ccc(F)cc3)no2)cc1 | -4
COC(=O)C(Cc1c[nH]c2ccccc12)NC(=O)c1cc2n(n1)CCCO2 (stereo not drawn) | -12
CCCOc1ccc(-c2nc(C#N)c(N3CCCCC3)o2)cc1 | 90*
O=S(=O)(c1ccc(F)cc1)C1CN(S(=O)(=O)c2ccccc2Br)C1 | -23
CC(C)C(=O)Nc1ccc(SCC(=O)Nc2ccc(F)c(Cl)c2)nn1 | -2
O=C(CN1C(=O)CCC1=O)Nc1ccc(-c2cnc3n2CCC3)cc1 | 5
Cc1cc(C(=O)N(Cc2ccccn2)c2nc3c(C)c(Cl)ccc3s2)n(C)n1 | -4
COCCN1CCC(NC(=O)c2ccc(=O)n(C)n2)CC1 | -14
O=C([C@@H]1CCCN1c1nc2ccccc2o1)N1CCN(c2ccc(F)cc2)CC1 | 0
CC(C)Oc1cccc(C(=O)NN=Cc2coc3ccccc3c2=O)c1 | -5
COc1cc(C(=O)NN=Cc2cn(Cc3cccc(F)c3)c3ccccc23)ccc1O | 14
COc1ccc(C)cc1NC(=O)C1(c2ccccc2)CCOCC1 | 0
COc1ccc(C(=O)CSc2ncnc3c2nnn3C)cc1 | -17
CCOC(=O)c1csc(NS(=O)(=O)Cc2noc3ccccc23)n1 | 4
Cc1[nH][nH]c(=O)c1C=NN1CCOCC1 | -5
O=C(Cc1cc(=O)[nH]c(SCc2ccccc2)n1)NC1CC1 | -15
O=C(c1ccco1)N1CCc2ccc(NS(=O)(=O)Cc3ccc(F)cc3)cc21 | -1&2

Taken from above:
COc1cc(C(=O)NN=Cc2cn(Cc3cccc(F)c3)c3ccccc23)ccc1O – SSB-PriA inh = 14
CCOC(=O)c1csc(NS(=O)(=O)Cc2noc3ccccc23)n1 – SSB-PriA inh = 4
CCCOc1ccc(-c2nc(C#N)c(N3CCCCC3)o2)cc1 – SSB-PriA inh = 90*
O=S(=O)(c1ccc(F)cc1)C1CN(S(=O)(=O)c2ccccc2Br)C1 – SSB-PriA inh = -23
O=C([C@@H]1CCCN1c1nc2ccccc2o1)N1CCN(c2ccc(F)cc2)CC1 – SSB-PriA inh = 0
COc1ccc(C)cc1NC(=O)C1(c2ccccc2)CCOCC1 – SSB-PriA inh = 0
O=C(CN1C(=O)CCC1=O)Nc1ccc(-c2cnc3n2CCC3)cc1 – SSB-PriA inh = 5

Next structures.
SMILES | SSB-PriA inh
Cc1ccc(S(=O)(=O)N(C)c2ccc(C(=O)N3C(C)CCCC3C)cc2)cc1 (stereo not drawn) | 1
CCOC(=O)c1c(NC(=O)CSc2nc(-c3ccccc3)cs2)sc2c1CCC2 | 7
Cc1ccc(NC(=O)Cn2cnc3c(sc4cccc(F)c43)c2=O)cc1Cl | -16
O=[N+]([O-])c1cc(S(=O)(=O)N2CCCC2)ccc1NN=Cc1ccccn1 | 1
Cc1ccc(-c2csc3nc(SCC(=O)Nc4ccc(Cl)cc4)n(-c4ccccc4)c(=O)c23)o1 | -4
CC(C)CNC(=O)c1nnn(-c2ccccc2)c1CSc1ncccn1 | -5
Cc1ccc2nc(NC(=O)CSc3nnc4[nH]c(=O)c5c(n34)CCCC5)sc2c1 | -16
O=C(Nc1nccs1)c1c[nH]c2ccccc2c1=O | -8&-3
O=C(C1CCCC1)N1CCc2ccc(NS(=O)(=O)c3cccs3)cc21 | 3
CCC(=O)N1CCCc2ccc(NS(=O)(=O)c3cccc(C)c3)cc21 | 10

Bioassay records as filed in PubChem.

Some of the compounds tested; the hit share may differ from the screen's.
